USP1 inh: inhibitors of human USP1/UAF1 deubiquitinase | 390,000 tested, 0.23% active | recombinant USP1/UAF1, Ub-Rhodamine cleavage fluorescence | O94782 | Potency, µM (titrated, usually from 57.1 µM), inactives show top-dose activity change, negative = inhibition, usual class: inhibitors | AID 743255; further: potency means the concentration at half of the fitted maximal effect; on the % scale 0 is the no-effect control and ±100 the full control effect; nearly all actives have a fitted effect of over 60% in size; inactives centre near -12
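High-throughput fluorogenic screen: 1nM USP1/UAF1 complex, Ub-Rho substrate 150nM final, 50mM HEPES pH 7.8 with 0.5mM EDTA, 0.1 mg/ml BSA, 1mM TCEP and 0.01% Tween-20.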
PI4K2A inh: inhibitors of human PI4K2A; purified PI4K2A, ADP-Glo luminescence, 1 h; active compounds read low; activity change, negative = inhibition, % at 76.9 µM; Q9BTU6; AID 1346378; 420,000 tested, 0.13% active; in the data active means activity change below about -50%; inconclusive means mostly about -30% to -49%;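 further: -100% = wells without enzyme as full effect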
Target sequence (Q9BTU6 whole entry, looked up): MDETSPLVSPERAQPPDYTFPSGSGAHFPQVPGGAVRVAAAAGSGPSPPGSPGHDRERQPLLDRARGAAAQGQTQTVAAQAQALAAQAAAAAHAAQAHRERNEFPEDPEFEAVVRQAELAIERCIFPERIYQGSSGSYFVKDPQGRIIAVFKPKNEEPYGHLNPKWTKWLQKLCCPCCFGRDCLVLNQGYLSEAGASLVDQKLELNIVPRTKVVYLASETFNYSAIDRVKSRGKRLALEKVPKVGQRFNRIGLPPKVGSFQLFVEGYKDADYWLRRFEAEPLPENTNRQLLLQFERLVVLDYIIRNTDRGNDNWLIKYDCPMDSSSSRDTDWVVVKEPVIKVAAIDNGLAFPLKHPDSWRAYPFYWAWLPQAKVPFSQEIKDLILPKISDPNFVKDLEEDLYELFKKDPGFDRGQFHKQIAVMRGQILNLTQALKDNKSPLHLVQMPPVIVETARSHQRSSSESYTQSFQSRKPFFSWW
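Compounds are screened against recombinant PI4K2A using PI as substrate and ATP, the latter dispensed at 300 microM. Reactions run one hour at ambient temperature before ADP-Glo detection; full inhibition defined by wells lacking enzyme.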
rTrxR1 inhibitor: inhibitors of rat thioredoxin reductase 1; recombinant rTrxR1, NADPH fluorescence consumption, selenite substrate; Potency, µM (top dose mostly 114 µM), inactives show at the top dose activity change, negative = inhibition, usual class: inhibitors; 390,000 tested, 1% active; AID 588453; further: potency means the concentration at half of the fitted maximal effect; on the % scale 0 is the no-effect control and ±100 the full control effect; nearly all actives have a fitted effect of over 65% in size
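Rat TrxR1 (90 nM in the dispensed reagent) was pre-reduced with 400 uM NADPH for 5 min at room temperature, then incubated with compound for 15 min. After 400 uM selenite was added, NADPH fluorescence (Ex 340/Em 450 nm) was followed for 8 min.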
TRHR PAM: allosteric enhancers of human TRH receptor | P34981 | enhancement, % at 2 µM | TRHR cells, fluo-8 calcium fluorescence, EC20 TRH enhancement | 360,000 tested, 0.66% active; in the data active means enhancement above about 30%; further: 0% is about no effect
Target sequence (P34981 whole entry, looked up): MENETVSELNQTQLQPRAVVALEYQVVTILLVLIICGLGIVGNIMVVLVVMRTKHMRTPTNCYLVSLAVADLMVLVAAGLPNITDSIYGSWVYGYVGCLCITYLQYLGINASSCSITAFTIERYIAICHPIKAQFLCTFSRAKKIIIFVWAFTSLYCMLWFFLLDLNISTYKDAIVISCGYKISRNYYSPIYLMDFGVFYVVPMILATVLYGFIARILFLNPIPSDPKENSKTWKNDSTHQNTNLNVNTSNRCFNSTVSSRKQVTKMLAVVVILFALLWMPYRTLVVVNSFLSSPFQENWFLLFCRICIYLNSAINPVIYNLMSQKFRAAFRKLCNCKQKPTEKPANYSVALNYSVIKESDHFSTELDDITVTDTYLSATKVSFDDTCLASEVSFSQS
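Enhancer read-out: after compound pinning and an initial kinetic agonist-mode read, an EC20 of TRH (10 nM final) was injected and fluo-8 calcium signal (Ex 480/Em 530) followed at 1 s/cycle for 100 cycles in TRHR-expressing cells.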
IDH1 R132H inh: blocks human mutant IDH1 R132H enzyme; IDH1-R132H enzyme, NADPH consumption, diaphorase/resazurin fluorescence; Potency, µM (titrated, usually from 76.6 µM), inactives show at the top dose activity change, negative = inhibition, most hits filed as inhibitors; 390,000 tested, 0.093% active; AID 602179; further: potency means the concentration at half of the fitted maximal effect; on the % scale 0 is the no-effect control and ±100 the full control effect; nearly all actives have a fitted effect of over 65% in size
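IDH1-R132H (0.5 ug/mL dispensed) in pH 7.5 Tris buffer was preincubated 30 min with compound, then given a substrate mix of 0.016 mM NADPH and 2 mM alpha-KG for 80 min at room temperature; remaining NADPH was read by diaphorase/resazurin fluorescence.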
D2 ag: activates the human D2 dopamine receptor | P14416 | HEK293 T-REx D2 cells, calcium flux agonist mode | activation, % at 2 µM | 340,000 tested, 0.53% active | AID 485358;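 active means activation over 3 SD above normal in the single-dose calcium agonist read, cut at about 30% in these data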; further: 0% is about no effect
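HEK293 Trex D2 cells, tetracycline-induced, o/n 30 C 5% CO2; no-wash Ca dye, RT 30–90 min; 10-cycle baseline, 23 nl cpd added, kinetic Ca read 180 s; agonist hits = positive Ca response.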
D2 antag: antagonizes the human D2 dopamine receptor; P14416; HEK293 TREx D2 cells, calcium flux, dopamine EC80; inhibition, % at 10 µM; 340,000 tested, 2% active; in the data active means inhibition above about 30%; further: 0% is about no effect
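Dopamine at EC80 is the agonist stimulus; test compounds precede it by 180 s. Calcium flux read kinetically in a force-coupled, inducible HEK293 T-REx D2 cell line.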
TrxR1 substrate: substrates of rat thioredoxin reductase 1 | Potency, µM (titrated, usually from 114 µM), inactives show at the top dose activity change, negative = substrate turnover | 390,000 tested, 0.01% active | AID 588456 | purified TrxR1 substrate turnover, NADPH consumption readout; further: potency means the concentration at half of the fitted maximal effect; on the % scale 0 is the no-effect control and ±100 the full control effect; nearly all actives have a fitted effect of over 50% in size
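Rat TrxR1, dispensed at 90 nM, was prereduced with 400 uM NADPH (final) for 5 min at ~22 deg C, then incubated with compound 15 min before 400 uM selenite. A first-read NADPH fluorescence drop versus no-compound background flagged substrates.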
TRHR agonist: TRH receptor (human) agonism | P34981 | TRHR cells, calcium flux fluo-8, FDSS agonist mode | activation, % at 2 µM | 360,000 tested, 0.18% active; in the data active means activation above about 30%; further: 0% is about no effect
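TRHR-expressing cells, plated overnight in medium with 10% serum, were loaded with fluo-8 calcium dye at room temperature. After a 10 s baseline, library compound was pin-added and calcium release was recorded kinetically (ex 480/em 530) as agonist response.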
Active calls of the source: *; ? = inconclusive; nt = no result given; [ ] = dose if it differs, or a comment. Unless noted, the call rests on the fitted dose curve; in most records, active means well fitted inhibition curve with a large enough effect; inconclusive means small, poorly fitted or top-dose-only effect; inactive means no such curve, though single readings can be large or run the other way.

SMILES | USP1 inh | PI4K2A inh | rTrxR1 inhibitor | TRHR PAM | IDH1 R132H inh | D2 ag | D2 antag | TrxR1 substrate | TRHR agonist
COc1ccc(NC2c3ccccc3C(=O)N2c2cccnc2)cc1 (centres undefined) | -5% | 6 | 6% | 2 | 2% | -0.9 | -13 | -3% | -0.7
COc1ccc(C/C(N)=N/OC(=O)Cc2ccccc2)cc1OC | -19% | 6 | 12% | 4 | 5% | 0.4 | -4 | 1% | -0.4
COC(=O)c1ccc(CSc2ccc3nnc(-c4ccc(F)cc4)n3n2)o1 | -9% | -4 | -6% | -1 | 5% | -1.2 | 1 | 0% | -1.8
CCOc1ccccc1N=Cc1c(O)n(C)c(=O)n(C)c1=O | -13% | 6 | 15% | 8 | -10% | -0.3 | -6 | 7% | -0.2
CCN(CC)Cc1csc2ccc(Br)cc12 | -11% | -5 | 24%[57.1 µM] | 4 | 4% | -1.2 | -32 | 7%[57.1 µM] | -0.9
Cc1cc(NC(=O)CSc2nnc(-c3ccco3)n2CC2CCCO2)no1 (centres undefined) | -9% | 3 | -11% | -8 | 10% | -0.3 | 9 | 0% | 0.4
COc1ccc(NC(=O)CSc2nc(-c3ccco3)cc(C(F)(F)F)n2)cc1 | -15% | 2 | -31% | 17 | -5% | 0.2 | nt | -12% | 0.3
COc1cc(NC(C)CCCN)c2ncccc2c1Oc1ccccc1 (centres undefined) | -23% | -21 | -12%[57.1 µM] | -3 | 9% | -0.3 | 3 | -9% | -0.5
Cc1[nH]c2ccccc2c1/C=N/Nc1ccccn1 | nt | nt | nt | 7 | nt | -0.2 | -8 | nt | -0.4
Cc1ccc(-c2noc(CN3CCN(Cc4ccccc4)CC3)n2)cc1 | -5% | 3 | -2% | -2 | 1% | 0.8 | 2 | -1% | 0.3
O=C(CCCl)N1c2ccccc2C=Cc2ccccc21 | 5% | 0 | -6% | nt | 2% | nt | nt | -6% | nt
COCCC(=O)N1CCC(Oc2ccc(C(=O)N3CCCCC3COC)cc2)CC1 (centres undefined) | -9% | -1 | 7% | -3 | 7% | 0.3 | 9 | 4% | 0.6
O=C(Cn1c(=O)n(-c2ccc(F)c(Cl)c2)c(=O)c2sc3ccccc3c21)NC1CCCC1 | ? | 16 | 0% | 2 | 14% | 0.5 | nt | -2% | 0.1
Cc1cc(C(=O)COC(=O)[C@H](C)NC(=O)c2ccco2)c(C)n1Cc1ccco1 | -21% | -4 | 26%[57.1 µM] | -1 | 12% | -1.0 | 19 | -15%[57.1 µM] | -0.1
CC(C)(C)c1ccc(-c2n[nH]c(=S)n2Cc2ccccc2)cc1 | -24% | 6 | -2% | 0 | -11% | -1.2 | -3 | -2% | -1.5
O=C(NCCOC(=O)Nc1cccc2ccccc12)OCc1ccccc1 | -25% | -2 | 1% | nt | 2% | nt | nt | 0% | nt
C[C@@H](C(=O)N[C@H](C(=O)O)c1ccccc1)n1nnc2ccccc2c1=O | -13% | 2 | 17% | 6 | 13% | 0.3 | -19 | -4% | 1.3
COc1ccc(NC(=O)COC(=O)c2cc([N+](=O)[O-])ccc2N2CCOCC2)cc1 | -18% | -2 | 0% | -6 | 3% | 0.2 | 6 | -8% | -0.6
O=C(COC(=O)C1CC2CCCC(C1)C2=O)Nc1ccc(F)c(Cl)c1 (centres undefined) | -22% | 4 | 15% | nt | 3% | nt | nt | -1% | nt
CC(=O)Nc1ccc(Nc2nc(C)cc(C)n2)cc1 | -4% | 1 | 10%[57.1 µM] | 6 | 0% | nt | nt | 1%[57.1 µM] | 0.2
CN(C)S(=O)(=O)c1ccc(F)c(C(=O)Nc2ccccc2C(=O)NC2CC2)c1 | -8% | 1 | -3% | 0 | -1% | nt | nt | 0% | -0.4
O=C(CSc1nc2nccnc2c(=O)n1Cc1cccs1)Nc1ccccc1 | -4% | -17 | 30% | 5 | -9% | 0.6 | -7 | 3% | -0.3
Cn1c(=O)c2c(ncn2CC(N)=O)n(C)c1=O | -6% | -12 | 5% | 3 | 1% | 1.4 | 7 | 4% | 0.6
COc1ccccc1CN(C)CC(=O)Nc1ccc(Cl)cc1F | -27% | -2 | 22% | -1 | 0% | -4.0 | -21 | 1% | 0.1
CCCCNC(=O)CSc1nc2ccc(Nc3nc(N4CCOCC4)nc(N4CCOCC4)n3)cc2s1 | 0% | -2 | 2% | -2 | -17% | -0.8 | -15 | -4% | -1.0

More structures follow:
SMILES | USP1 inh | PI4K2A inh | rTrxR1 inhibitor | TRHR PAM | IDH1 R132H inh | D2 ag | D2 antag | TrxR1 substrate | TRHR agonist
CCCCC[C@H]1CN(CCCC)C(=O)[C@@H]1CC(=O)NCc1ccccc1 | -34% | 1 | 12%[57.1 µM] | -4 | 5% | 0.3 | -8 | 3%[57.1 µM] | -1.1
O=C(COC(=O)c1cccs1)NCc1ccco1 | 1% | -1 | ? | 22 | 0% | 0.7 | 4 | 3% | 0.6
Cc1ccccc1S(=O)(=O)N1C[C@H]2CON(C)[C@H]2C[C@H]1c1cccc(Oc2ccccc2)c1 | -15% | 1 | 14% | nt | -7% | nt | nt | 2% | nt
COc1ccccc1Oc1ccc(NC(=O)c2ccc(Cl)cc2)cc1 | -16% | 0 | 19% | -1 | -7% | -1.1 | 6 | -1% | -1.0
Nc1ccc(NC(=O)c2ccccc2)c2c1C(=O)c1ccccc1C2=O | -9% | 0 | 3% | 9 | 5% | -0.6 | -18 | -2% | -0.1
COc1ccccc1NC(=O)c1ccc(-c2ccccc2[N+](=O)[O-])o1 | -22% | 4 | 16%[57.1 µM] | 0 | 2% | -0.6 | -4 | -9% | -0.5
COc1ccc(-n2nc(C(=O)NCC(=O)N3CCC(C(N)=O)CC3)c3ccccc3c2=O)cc1 | -8% | -3 | 2% | -3 | 13% | -0.3 | 15 | -3% | -0.3
COc1ccc(N=c2scc(C)n2CCCN2CCCC2=O)cc1 | -11% | 6 | 13%[57.1 µM] | 10 | 0% | -1.6 | -3 | 9%[57.1 µM] | -0.5
NC(=O)c1ncn([C@@H]2O[C@H](CNCc3cnc(N4CCOCC4)nc3)[C@@H](O)[C@H]2O)n1 | ? | 0 | 1% | nt | 2% | nt | nt | 8% | nt
O=C(NCCc1ccc(S(=O)(=O)N2CCCC2)cc1)c1cccs1 | -4% | 6 | -11% | 7 | 5% | -0.2 | 8 | -9% | 0.5
CCN1CCN(CCOc2ccc(Br)cc2C)CC1 | -17% | 3 | 30% | 18 | 7% | 0.1 | -11 | 9% | 0.1
O=C(NCc1ccccc1Br)c1ccco1 | -8% | -2 | 9% | -5 | 3% | 0.5 | -14 | 9% | -0.7
Cc1ccc(-c2nnc(-c3ccccc3)c(-c3ccccc3)n2)cc1 | -26% | 0 | 12% | -3 | -1% | 0.5 | -2 | 2% | 0.7
COc1ccc(-c2nc3n(n2)C(c2ccc(O)cc2)C(C(=O)Nc2cccnc2)=C(C)N3)cc1OC (centres undefined) | -7% | 0 | 17% | 3 | 30% | 2.0 | nt | 0% | 1.3
COC(=O)C1=C(C)N(c2cccc3ccccc23)C(=O)C1 | -15% | 4 | 25µM* | 1 | 10% | -0.4 | -13 | 0% | 0.0
COc1ccc(-n2c(=O)c3sc4ccccc4c3n(C)c2=O)cc1 | -27% | 0 | 16% | 2 | 4% | 0.0 | nt | 4% | -0.3
O=C(CSc1ccccc1C(=O)O)NCc1ccc(Cl)cc1 | -10% | -5 | 13%[57.1 µM] | 4 | 7% | -0.8 | -12 | 11%[57.1 µM] | 0.1
Cn1c(CNC(=O)CCNC(=O)c2ccccc2)cc(=O)n(C)c1=O | -8% | 3 | 34% | 3 | 4% | 1.2 | -11 | 0% | -0.1
CCN(CC)c1ccc(NC(=O)CN2CCN(c3ccc(F)cc3)CC2)cc1 | -22% | 2 | 6%[57.1 µM] | 1 | 8% | 0.4 | -8 | 12%[57.1 µM] | -0.1
COC(=O)C1CN(C(=O)COc2ccccc2C)c2ccccc2O1 (centres undefined) | -7% | -4 | 10% | 0 | 12% | 0.9 | 4 | 7% | 0.3
CCOc1ccccc1C(=O)N1c2ccccc2Sc2ccccc21 | -2% | 3 | 17%[57.1 µM] | -5 | 7% | -1.5 | 20 | 8%[57.1 µM] | -0.1
NC(=S)NC1CC2C=CC1C2 (centres undefined) | -18% | -1 | 3% | 1 | 3% | 1.5 | -5 | 1% | -0.8
CCN(CC)CCCN(C(=O)c1ccccc1F)c1nc(-c2ccc(OC)cc2)cs1 | -24% | 10 | 16% | -8 | -1% | 0.0 | -23 | 2% | 0.8
S=c1[nH]nc(-c2ccco2)n1/N=C/c1ccccc1 | -18% | -1 | 5%[57.1 µM] | 7 | 3% | 0.2 | 5 | 9%[57.1 µM] | 0.3
O=C(NCc1ccccc1)c1ccc2c(c1)CCN2S(=O)(=O)c1ccc(Cl)cc1 | ? | -1 | 25% | 10 | -8% | 1.4 | nt | 2% | 2.5

One compound at a time, as listed above. Screens in order: USP1 inh	PI4K2A inh	rTrxR1 inhibitor	TRHR PAM	IDH1 R132H inh	D2 ag	D2 antag	TrxR1 substrate	TRHR agonist
Entry for CCN1CCN(CCOc2ccc(Br)cc2C)CC1 → -17%	3	30%	18	7%	0.1	-11	9%	0.1
Entry for COc1ccc(N=c2scc(C)n2CCCN2CCCC2=O)cc1 → -11%	6	13%[57.1 µM]	10	0%	-1.6	-3	9%[57.1 µM]	-0.5

4 entries picked at random from the list so far, as already listed:
SMILES | USP1 inh | PI4K2A inh | rTrxR1 inhibitor | TRHR PAM | IDH1 R132H inh | D2 ag | D2 antag | TrxR1 substrate | TRHR agonist
O=C(NCc1ccccc1Br)c1ccco1 | -8% | -2 | 9% | -5 | 3% | 0.5 | -14 | 9% | -0.7
COc1ccc(-n2nc(C(=O)NCC(=O)N3CCC(C(N)=O)CC3)c3ccccc3c2=O)cc1 | -8% | -3 | 2% | -3 | 13% | -0.3 | 15 | -3% | -0.3
CCN1CCN(CCOc2ccc(Br)cc2C)CC1 | -17% | 3 | 30% | 18 | 7% | 0.1 | -11 | 9% | 0.1
COc1ccccc1Oc1ccc(NC(=O)c2ccc(Cl)cc2)cc1 | -16% | 0 | 19% | -1 | -7% | -1.1 | 6 | -1% | -1.0
